LmPK inh: LmPK (Leishmania mexicana) enzyme inhibition; 0.37% of 290,000 active; Potency, µM (doses to about 57.5 µM), without a hit: at the top dose activity change, negative = inhibition, hits mostly inhibitors; Q27686; purified LmPK, Kinase-Glo ATP luminescence, 1 h; note: potency is the fitted concentration of half-maximal effect; % is set by controls: 0 for no effect and ±100 for the full control effect
Target sequence (Q27686 whole entry, looked up): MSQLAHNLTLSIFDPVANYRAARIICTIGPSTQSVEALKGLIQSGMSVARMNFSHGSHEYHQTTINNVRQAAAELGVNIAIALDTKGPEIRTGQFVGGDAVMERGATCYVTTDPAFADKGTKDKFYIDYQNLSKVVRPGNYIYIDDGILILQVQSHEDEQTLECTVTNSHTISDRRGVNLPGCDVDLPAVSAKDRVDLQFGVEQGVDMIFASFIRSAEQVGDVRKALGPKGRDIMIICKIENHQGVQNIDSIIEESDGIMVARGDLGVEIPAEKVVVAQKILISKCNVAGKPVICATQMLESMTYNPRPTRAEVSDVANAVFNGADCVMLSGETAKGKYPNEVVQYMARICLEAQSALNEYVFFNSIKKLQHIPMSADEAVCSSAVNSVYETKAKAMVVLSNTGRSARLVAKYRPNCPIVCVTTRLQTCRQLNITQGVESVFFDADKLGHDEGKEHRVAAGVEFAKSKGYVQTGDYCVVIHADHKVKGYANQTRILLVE
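Purified LmPK (0.1 nM) with 0.5 mM PEP and 0.1 mM ADP in imidazole buffer pH 7.2 with MgCl2/KCl, 1 h at room temperature. ATP formed was read by luciferase luminescence and normalized to no-enzyme and uninhibited controls.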
AMA1-RON2 inh: disrupts binding of P. falciparum AMA1 to RON2 | AlphaScreen AMA1-biotinylated RON2 peptide binding | Potency, µM (doses to about 58.2 µM), for the others: at the top dose activity change, negative = inhibition, usual class: inhibitors | 0.2% of 360,000 active | AID 720542;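 note: potency is the fitted concentration of half-maximal effect; 0% = vehicle wells and -100% = peptide control; nearly all actives have a fitted effect of over 45% in size; some results filed as inactive show a strong effect at the top dose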
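AMA1 (3D7) with his tag at 25 nM final met compounds first, then biotinylated RON2 peptide at 25 nM; detection used donor plus acceptor beads, 10 µg/mL apiece, read by AlphaScreen after 30 min at room temperature.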
Shiga inhibitor: Shiga toxin inhibition; Vero cells, Shiga toxin protein synthesis inhibition reporter; inhibition, % at 38.7 µM; 9.2% of 290,000 active; AID 2315; in the data active = inhibition mostly above about 28%, no sharp cut-off; inactive = mostly below about 43%; note: 0% is about no effect
Tb PYK inh: inhibitors of Trypanosoma brucei pyruvate kinase. TbPYK enzyme, Kinase-Glo Plus ATP luminescence, 45 min. Potency, µM (highest dose often 76.8 µM), for the others: at the highest dose activity, negative = inhibition, actives largely listed as inhibitors. 0.12% of 410,000 active. AID 624173; note: potency is the fitted concentration of half-maximal effect; % is set by controls: 0 for no effect and ±100 for the full control effect; nearly all actives have a fitted effect of over 50% in size
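Activity of T. brucei pyruvate kinase was followed by Kinase-Glo Plus luminescence after the enzyme reacted 45 min at room temperature with 130 uM ADP (final) and substrate. Test compounds were added before ADP at multiple concentrations.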
Pf growth 96h: P. falciparum growth inhibition at 96 hours; 6.9% of 320,000 active; P. falciparum luciferase reporter growth, 96 h; Potency, µM (titrated, usually from 28.7 µM), without a hit: top-dose activity change, negative = inhibition, hits mostly inhibitors; note: potency is the fitted concentration of half-maximal effect; % is set by controls: 0 for no effect and ±100 for the full control effect
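Plates of compound plus infected erythrocytes (2% hematocrit, 0.05% parasitemia final) incubate 96 hours, 37 C, 5% CO2. Detection reagent added; reduced luminescence from the parasites' luciferase reporter flags inhibition.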
Cycloheximide cs: counter-screen for Shiga toxin inhibitors: cycloheximide protein synthesis inhibition | cell reporter, cycloheximide protein synthesis inhibition counterscreen | 12% of 300,000 active | max response, %; in the data active = max response mostly above about 13%, no sharp cut-off; inactive = mostly below about 14%; note: read at 38.3 µM for the half of the compounds with a filed dose; 0% is about no effect
Pf growth 48h: P. falciparum growth inhibition at 48 hours (one generation); AID 504832; Potency, µM (highest dose often 28.7 µM), for inactives: at the top dose activity change, negative = inhibition, hits mostly inhibitors; P. falciparum luciferase growth in erythrocytes, 48 h; 5.9% of 310,000 active; note: potency is the fitted concentration of half-maximal effect; % is set by controls: 0 for no effect and ±100 for the full control effect
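In quantitative HTS format, infected erythrocytes bearing luciferase-reporter parasites were treated for a single generation at 37 C. Luminescence after adding detection reagent served as the growth measure.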
* marks the source's active call; other numbers are inactive results; i = inactive; u = inconclusive; x = not tested or not shown; + = active, no number; [ ] = another dose, or the depositor's remark. Unless noted, calls come from the whole dose curve; as a rule, active = well fitted curve in the direction sought with a large enough effect; inconclusive = small, poorly fitted or top-dose-only effect, or another doubt; inactive = no such curve, though single readings can be large; an effect the other way counts as inactive or inconclusive.

entry	structure	LmPK inh	AMA1-RON2 inh	Shiga inhibitor	Tb PYK inh
1	CC(C)(C)NC(=O)C(c1cccnc1)N(C(=O)c1ccc(Cl)nc1)C1CCCC1 (centres undefined)	8.9%	3.7%	26.8	-6.4%
2	CCOc1cc(C2C3=C(CC(C)(C)CC3=O)OC3=C2C(=O)CC(C)(C)C3)cc([N+](=O)[O-])c1O	1.5%	-5.3%	4.4	0.1%
3	CCCCCCCCCCC(CO)CCCCCCCC (centres undefined)	x	x	x	0.1%
4	CC1(C)CC(NC(=O)c2cccc(Cl)c2)CC(C)(C)N1	-5.4%	2.4%	19.3	5.3%
5	COc1ccc(CCNC(=O)COC(=O)/C=C/c2ccc(OCC#N)c(OC)c2)cc1	1.9%	17.1%	5.7	-4.1%
6	CC(Sc1nc(N2CCOCC2)c2c(c1C#N)CC(C)(C)OC2)C(=O)O (centres undefined)	-0.3%	0.2%	-3.5	-27.7%
7	Cc1cc(C)n2nc(-c3ccco3)nc2n1	0.9%	-10.0%	37.4	3.7%
8	Cc1ccnc(NS(=O)(=O)c2ccc(NS(=O)(=O)c3ccc([N+](=O)[O-])cc3)cc2)n1	-0.5%	-23.0%	5.6	-2.5%
9	CC(=O)Nc1cccc(C(=O)/C=C/c2ccc(Br)cc2)c1	-2.0%	-10.0%	-1.1	3.3%
10	Cc1ccc(NS(=O)(=O)c2cc(C(=O)N3CCOCC3)ccc2C)cc1C	5.7%	1.4%	6.0	3.2%

entry	Pf growth 96h	Cycloheximide cs	Pf growth 48h
1	u	-2.3	9.4%
2	-21.8%	-0.5	u
3	u	x	u
4	-15.3%	-1.1	0.0%
5	12.3%	-0.9	20.9%
6	u	-3.8	-16.9%[0.00184 µM]
7	-20.6%	9.7	16.2%
8	-2.7%	-4.2	27.1%
9	26.4%	-5.3	u
10	11.1%	4.3	11.4%

Shown in markdown: entries from further up.
| No. | smiles | LmPK inh | AMA1-RON2 inh | Shiga inhibitor | Tb PYK inh | Pf growth 96h | Cycloheximide cs | Pf growth 48h |
| --- | --- | --- | --- | --- | --- | --- | --- | --- |
| 3 | CCCCCCCCCCC(CO)CCCCCCCC (centres undefined) | x | x | x | 0.1% | u | x | u |
| 4 | CC1(C)CC(NC(=O)c2cccc(Cl)c2)CC(C)(C)N1 | -5.4% | 2.4% | 19.3 | 5.3% | -15.3% | -1.1 | 0.0% |
| 5 | COc1ccc(CCNC(=O)COC(=O)/C=C/c2ccc(OCC#N)c(OC)c2)cc1 | 1.9% | 17.1% | 5.7 | -4.1% | 12.3% | -0.9 | 20.9% |
| 6 | CC(Sc1nc(N2CCOCC2)c2c(c1C#N)CC(C)(C)OC2)C(=O)O (centres undefined) | -0.3% | 0.2% | -3.5 | -27.7% | u | -3.8 | -16.9%[0.00184 µM] |
| 7 | Cc1cc(C)n2nc(-c3ccco3)nc2n1 | 0.9% | -10.0% | 37.4 | 3.7% | -20.6% | 9.7 | 16.2% |

(next part)
entry	structure	LmPK inh	AMA1-RON2 inh	Shiga inhibitor	Tb PYK inh
11	Cc1ccc2c(c1)N(CC(=O)NC1CCCC1)C(=O)CO2	-5.2%	-2.2%	-4.5	0.1%
12	Cc1cc(NC(=O)CSc2ccc3nnc(-c4cccs4)n3n2)no1	3.4%	1.5%	22.5	-2.5%
13	CCOC(=O)C1=C(C)C(c2ccccc2OC)NC(=O)N1 (centres undefined)	1.5%	-2.3%	-5.9	3.2%
14	CC(=O)c1cccc(NC(=O)c2cc(C)nn2-c2ccccc2)c1	-2.4%	15.4%	30.5	-2.4%
15	CN(C(=O)Cn1cc([N+](=O)[O-])ccc1=O)C1CCCCC1	x	1.0%	x	0.3%
16	O=c1c2ccccc2[nH]c(=S)n1Cc1ccccc1	1.2%	33.9%[activator]	x	-8.1%
17	Cc1ccc(NC(=O)CCCCCNS(=O)(=O)c2ccc(C)cc2)cc1	2.2%	1.5%[2.32 µM]	3.3	5.6%
18	CCOc1ccc(C(=O)Nc2c(C(=O)N3CCC(N4CCCCC4)CC3)oc3ccccc23)cc1	-4.5%	-17.3%	12.3	-2.3%
19	COc1ccc(NC(=O)CSCCc2ccccn2)cc1OC	1.2%	-1.4%	27.2	-9.2%
20	CC(=O)c1cccc(Nc2cc(C)nc3ccc(C)cc23)c1	-5.2%	-11.1%	4.6	-0.4%

entry	Pf growth 96h	Cycloheximide cs	Pf growth 48h
11	u	-3.6	36.1%[activator]
12	2.33µM*	-2.0	x
13	0.5%	-4.3	23.0%
14	34.6%[activator]	12.3*	-2.8%[0.00184 µM]
15	17.4%	x	u
16	u	-1.2	0.0%
17	11.7µM*	-2.4	u
18	u	0.8	u
19	31.9%[activator]	21.1	13.6%
20	u	6.6	4.15µM*

(continued)
entry	structure	LmPK inh	AMA1-RON2 inh	Shiga inhibitor	Tb PYK inh
21	COc1ccc(C)cc1NC(=O)CN1c2cccc3cccc(c23)S1(=O)=O	x	3.9%	x	1.0%
22	Cc1ccc(C)c(S(=O)(=O)C(C#N)c2nc3ccccc3nc2N2CCOCC2)c1 (centres undefined)	-6.3%	-7.2%	-12.8	5.4%
23	O=C1CC(c2cccnc2)=NN1c1ccccc1	-14.4%	4.4%	-5.4	5.3%
24	O=C(Nc1ccc(/C=C/c2nc3ccccc3o2)cc1)c1c(F)cccc1F	4.4%	7.6%	+	-9.4%
25	O=C(O)CC/C(=C\c1cc([N+](=O)[O-])ccc1Cl)c1nc2ccccc2s1	0.4%	1.5%	-6.5	-7.1%
26	COC(=O)c1ccc(NC(=O)CSc2nn3c(=O)c(C)nnc3s2)cc1	7.2%	95.4%[activator]	-10.8	-6.4%
27	CC1(C)C(=O)OC(c2cc(Br)ccc2O)C(C)(C)C1=O (centres undefined)	1.1%	-10.2%	-13.9	-18.3%
28	CC(=O)Nc1ccc(N(C(=O)c2ccco2)C(C(=O)NC2CCCCC2)c2ccccc2)cc1 (centres undefined)	1.4%	4.9%	34.9*	0.4%
29	Cc1ccc(CN2CCC(CNC(=O)c3ccc(NC(=O)C4=CSCCO4)cc3)CC2)cc1	2.9%	-3.9%	22.4	4.3%
30	S=c1[nH]c2cc3c(cc2[nH]1)OCCO3	0.2%	18.4%	2.4	-11.6%

entry	Pf growth 96h	Cycloheximide cs	Pf growth 48h
21	u	x	u
22	0.7%	-1.0	10.0%
23	-2.3%	0.4	-20.0%
24	-36.0%	28.4*	-65.7%
25	2.8%	-3.1	-14.4%
26	u	-0.9	u
27	30.6%[activator]	0.3	11.7µM*
28	2.6%	11.9*	u
29	u	9.9	u
30	-9.1%	1.4	14.3%

The results go on:
entry	structure	LmPK inh	AMA1-RON2 inh	Shiga inhibitor	Tb PYK inh
31	Cc1ccccc1-c1noc(-c2ccccc2C(=O)O)n1	0.8%	-10.6%	39.1	-4.7%
32	CCOc1ccccc1C(=O)NN1CCOCC1	4.3%	-0.1%	8.3	6.4%
33	COc1ccccc1NC(=O)C1CCCN(c2cnccn2)C1 (centres undefined)	-6.0%	-1.8%	35.6	-1.3%
34	O=C(NNc1nc(-c2ccc(F)cc2)cs1)c1ccccc1	16.2%	31.8%[activator]	4.1	-10.7%
35	CC(=NCCCn1ccnc1)C1=C(O)c2ccccc2C1=O	1.0%	-17.4%	22.0	-7.7%
36	O=C(Cn1cnc2sc3c(c2c1=O)CCCC3)NCC(=O)Nc1c(F)cc(F)cc1Br	-4.9%	1.8%	-1.7	-8.0%
37	COc1ccccc1C(c1nnnn1C1CCCC1)N1CCN2CCCC2C1 (centres undefined)	1.9%	8.1%	-8.8	-0.3%
38	O=C(CSc1nnc(SCc2ccc(Cl)cc2)s1)c1ccc2c(c1)OCO2	1.0%	16.8%	-10.6	-5.5%
39	COc1ccc(C(=O)N2CCN(Cc3ccccc3)CC2)cc1[N+](=O)[O-]	1.5%	-3.7%	-5.2	-5.7%
40	CCn1c(=O)c2cc(C(=O)N3CCOCC3)sc2c2ccccc21	10.5%	12.0%	-13.6	1.7%

entry	Pf growth 96h	Cycloheximide cs	Pf growth 48h
31	33.9%[activator]	15.2*	24.1%
32	12.9%	-2.8	28.1%
33	42.0%[activator]	-1.1	4.5%
34	8.28µM*	5.2	5.22µM*
35	-7.1%	7.5	-11.2%
36	u	-11.2	3.7%
37	101.5%[activator]	-5.3	13.1µM*
38	u	-5.1	10.1%
39	u	10.9	6.4%
40	u	-6.3	x

(next part)
entry	structure	LmPK inh	AMA1-RON2 inh	Shiga inhibitor	Tb PYK inh
41	Cc1nn(CC(=O)NC2CCC(C)CC2)c(=O)c(C#N)c1C (centres undefined)	x	13.0%	x	-1.7%
42	COc1ccc(C(=O)OCC(=O)Nc2cccc(C(C)=O)c2)c(OC)c1OC	0.2%	-9.9%	-12.3	0.8%
43	Cc1cc(-c2ccc3ccccc3c2)n2ncnc2n1	-9.2%	10.9%	6.1	-22.8%
44	Cc1cc(C(=O)NN=C(Cc2ccccc2)Cc2ccccc2)c(C)o1	3.8%	27.0%	84.0*	-15.7%
45	CC(C)(C)NC(=O)NC(=O)CN1CCCc2ccccc21	0.9%	-21.6%	1.7	-4.8%
46	O=C(CCc1nnc2ccc(NCc3ccco3)nn12)Nc1ccc(F)cc1	-9.3%	13.9%	21.6	1.7%
47	CSc1ccccc1NC(=O)COC(=O)CCCOc1ccc(C)cc1	x	32.5%[activator]	x	0.8%
48	COc1ccccc1C(CNC(=O)CCNC(=O)c1ccccc1Cl)N1CCCC1 (centres undefined)	x	9.3%	x	3.0%
49	O=C(Nc1ccc(O)c2c(=O)cc(-c3cccc(Cl)c3)oc12)c1ccc(F)cc1	1.8%	12.3%	-2.2	-1.0%
50	COc1ccc(C(=O)NCC2(c3ccccc3)CCOCC2)cc1[N+](=O)[O-]	-1.1%	10.4%	-8.1	u

entry	Pf growth 96h	Cycloheximide cs	Pf growth 48h
41	7.0%	x	0.3%
42	25.7%	-2.0	-1.7%
43	10.8%	13.3	i
44	-7.6%	28.5*	-26.5%
45	-55.0%	2.4	u
46	22.3%	3.7	-3.4%
47	21.6%	x	-20.5%
48	0.1%	x	u
49	22.6%	0.1	9.0%
50	u	0.8	-24.2%

The list continues.
entry	structure	LmPK inh	AMA1-RON2 inh	Shiga inhibitor	Tb PYK inh
51	CC1=CC2=NC(=O)CC(C)(C(=O)N(CC(=O)NC(C)(C)C)Cc3ccccc3)N2C=C1 (centres undefined)	0.0%	-5.6%	-10.9	-5.8%
52	Cc1c(C(=O)NN)[nH]c2ccc([N+](=O)[O-])cc12	0.1%	79.2%[activator]	-3.1	-0.7%
53	Cc1ccc(-n2nnnc2SCC(=O)Nc2ccccc2N2CCCCC2)cc1C	0.2%	-10.6%	34.3	-14.9%
54	c1cncc(-c2nn3cnnc3s2)c1	-1.4%	-5.4%	-4.9	1.1%
55	COc1ccccc1NC(=O)C(C(C)C)N1C(=O)c2ccccc2C1=O (centres undefined)	0.7%	-8.0%	-9.5	5.4%
56	CCOCCn1c(SCCc2ccccc2)nc2c1c(=O)[nH]c(=O)n2C	2.7%	-1.5%	-5.2	-3.2%
57	CCC(C)N=C1SCC(C)(/C=N/O)S1 (centres undefined)	6.3%	9.2%	14.2	5.2%

entry	Pf growth 96h	Cycloheximide cs	Pf growth 48h
51	1.5%	1.2	24.6%
52	0.0%	10.6	-15.0%
53	u	7.7	2.33µM*
54	5.3%	9.0	9.4%
55	u	-2.0	0.0%
56	u	-4.4	-18.4%
57	-3.9%	23.4	24.2%

Assay outcomes (PubChem)
